phage Ecoli inh – E. coli growth loss with phage present. AID 651602. hit rate 0.26% among 360,000. growth absorbance. inhibition, % at 11.9 µM; in the data active = inhibition above about 11%
Tat export inh – inhibitors of E. coli Tat protein transport. E. coli MC4100 TorA-mCherry Tat export, fluorescence. inhibition, % at 10 µM. hit rate 0.036% among 340,000. AID 488895;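 active = mean replicate inhibition at least 50% and at least half of replicates individually reaching 50%; inconclusive = only one of the two criteria met; inactive = neither criterion met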;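 also: exported cargo escapes ClpAP degradation while cytoplasmic cargo is degraded and loses fluorescence; 0% = median of neutral control wells and 100% = median of NaSCN control wells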
CAL PDZ FP-1 – inhibitors of human CAL PDZ peptide binding; inhibition, % at 20 µM; AID 504414; purified CAL PDZ, TMR-peptide fluorescence polarization, 1 h; Q9HD26; hit rate 0.02% among 330,000;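 active = highest replicate inhibition of at least 40%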;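 also: plate controls were DMSO neutral control wells for no effect and unlabeled competitor peptide control wells for full effect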
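material = purified tagged CAL PDZ domain construct (CerCALP) | compound dosing = 20 µM, one dose | times = 1 h at RT | measured by = fluorescence polarization from S- and P-plane intensities, G-factor corrected | read-out = inhibition from polarization loss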
SR-BI HDL uptake – blocks mouse SR-BI lipid uptake from DiI-HDL | ldlA[mSR-BI] CHO cells, DiI-HDL uptake fluorescence, 3 h | inhibition, % at 12.5 µM | hit rate 0.96% among 320,000 | AID 488896;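 active = mean replicate inhibition of at least 70% and a set share of replicates each scoring 70 or more; inconclusive = meets just one of the two criteria; inactive = fails both criteria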;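 also: 0% = median of neutral control wells and 100% = median of positive control wells; values of inactives mirror those of a sister screen read the other way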
Target sequence (Q61009 whole entry, looked up): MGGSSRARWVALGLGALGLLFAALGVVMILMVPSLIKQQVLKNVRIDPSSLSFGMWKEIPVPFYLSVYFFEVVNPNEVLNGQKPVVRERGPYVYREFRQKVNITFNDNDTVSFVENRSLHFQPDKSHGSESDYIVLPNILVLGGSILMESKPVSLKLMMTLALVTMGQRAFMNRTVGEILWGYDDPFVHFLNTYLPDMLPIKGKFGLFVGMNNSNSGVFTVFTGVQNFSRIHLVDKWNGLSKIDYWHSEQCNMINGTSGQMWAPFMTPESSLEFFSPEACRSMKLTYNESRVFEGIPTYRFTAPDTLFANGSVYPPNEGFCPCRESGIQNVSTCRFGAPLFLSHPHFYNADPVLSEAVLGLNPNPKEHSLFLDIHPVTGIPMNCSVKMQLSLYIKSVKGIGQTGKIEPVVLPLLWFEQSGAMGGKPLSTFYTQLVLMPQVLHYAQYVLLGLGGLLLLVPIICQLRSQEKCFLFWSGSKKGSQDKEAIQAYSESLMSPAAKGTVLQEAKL
Wnt bcat act – activates Wnt/beta-catenin signaling in a reporter cell assay; activation, % at 9.35 µM; hit rate 1.2% among 300,000; activator, plate reader; AID 743398; in the data active = activation above about 30%, passing the limit was not always enough; inconclusive = no clear call, values can overlap the other calls;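 also: 0% = neutral control wells and 100% = positive control wells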
E coli growth – reduces bacterial viability in AddAB counter-screen. E. coli V3065 growth, OD600 absorbance, 18 h. inhibition, % at 11.9 µM. hit rate 0.27% among 330,000. AID 449728;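 active = inhibition above the campaign's mean inhibition across all tested compounds plus 3 SD, cut at about 9.9% in these data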;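 also: uninfected addAB+ strain grown without phage in ampicillin broth; 0% = DMSO wells and 100% = ciprofloxacin 0.95 µg/ml wells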
CAL PDZ FP-2 – CAL PDZ (human) peptide binding inhibition | Q9HD26 | purified CAL PDZ, TMR-peptide fluorescence polarization, 1 h | inhibition, % at 24.9 µM | hit rate 0.92% among 300,000 | AID 602252;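 active = mean inhibition of at least 30% with at least half of replicates also reaching 30%; inconclusive = no clear call, values can overlap the other calls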;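 also: 0% = DMSO neutral control and 100% = excess unlabeled competitor peptide PRC23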
SR-BI uptake up – enhances SR-BI lipid uptake from DiI-HDL; CHO ldlA[mSR-BI] cells, DiI-HDL uptake fluorescence, 3 h; 100 = double the neutral-control signal; activation, % at 12.5 µM; hit rate 0.096% among 320,000; AID 504775;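 active = mean replicate activation of at least 60% and every replicate at or above 60%; inconclusive = mean or all-replicate condition met, but not both; inactive = mean below 60% and not all replicates reaching 60%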;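 also: 0% = median plate neutral-control signal and 100% = twice that signal; values of inactives mirror those of a sister screen read the other way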
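Assay system: LDL receptor-deficient CHO ldlA cells overexpressing murine SR-BI / Medium: BSA-supplemented, HEPES-buffered Ham's F12, pH 7.4 / Probe or stimulus: DiI-labelled HDL at 10 µg/mL final / Timing: compound with DiI-HDL co-incubation, 3 h at 37 °C / Technique: bottom-read cell fluorescence after medium removal, ex 550/em 595 nm / Measure: HDL uptake via cellular fluorescence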
AddAB inh – less growth of phage-infected E. coli with AddAB; hit rate 0.29% among 330,000; inhibition, % at 11.9 µM; E. coli expressing H. pylori AddAB, absorbance growth; in the data active = inhibition above about 12%;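 also: 0% = vehicle wells of infected cells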
MITF TRPM1 HTS – activators of MITF-driven TRPM1 promoter activity in SK-MEL-5 cells | activation, % at 12.5 µM | AID 588334 | hit rate 0.75% among 300,000 | SK-MEL-5 TRPM1-promoter luciferase, 24 h; % of positive control, neutral wells = 0;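 active = mean activation of at least 80% with every replicate also reaching 80%; inconclusive = mean reaches 80% but some replicate falls short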;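 also: 0% = neutral control wells and 100% = parthenolide positive control wells; values of inactives mirror those of a sister screen read the other way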
Starred values were filed as active, the others as inactive; ? = inconclusive; / = not tested or not shown; & = joins results of further samples.

SMILES	phage Ecoli inh	Tat export inh	CAL PDZ FP-1	SR-BI HDL uptake	Wnt bcat act	E coli growth	CAL PDZ FP-2	SR-BI uptake up	AddAB inh	MITF TRPM1 HTS
Cc1ccc(Cl)cc1NC(=O)COC(=O)CC1CCCCC1	2.0	9	0.7	-5	3	2.3	0	5	2.4	-1
Nc1nc(CN2CCN(c3ccccc3F)CC2)nc(Nc2ccccc2)n1	-0.6	7	-0.9	-21	/	-5.2	/	21	-3.1	-12
Nn1c(SCC(=O)N2CCN(S(=O)(=O)c3ccccc3)CC2)nnc1-c1cccs1	1.7	-4	0.2	-18	/	0.3	-1	18	2.8	-17
COc1ccc(C2SCC(=O)N2c2c(C)n(C)n(-c3ccccc3)c2=O)cc1 (centres undefined)	1.5	3	-0.2	-15	5	0.2	1	15	3.5	-7
CC1CCN(C(=O)CN(c2ccc(Cl)c(C(F)(F)F)c2)S(C)(=O)=O)CC1	0.3	1	-0.4	-18	/	0.4	-4	18	0.3	6
O=C(CCNC(=O)c1ccccc1)N=Nc1c(O)[nH]c2ccccc12	2.5	/	/	/	-1	-0.1	/	/	4.4	/
CCc1ccc(NC(=O)C/C(C)=N/NC(=O)COc2ccccc2C)cc1	0.1	-6	-1.1	0	0	-1.0	0	0	2.0	-4
COc1ccc(OC(C)C(=O)NC2CCCCCC2)cc1 (centres undefined)	2.3	35	-2.2	11	0	-3.0	-3	-11	1.0	-6
CCOC(=O)c1ccc(Nc2cnc3ccccc3n2)cc1	-0.5	8	-0.6	1	34*	-1.4	5	-1	-1.4	?
CC(Sc1nc(-c2ccccc2)cc(=O)[nH]1)C(=O)O (centres undefined)	2.7	5	-2.0	-22	/	0.0	-3	22	-0.6	-1
Brc1ccc(C2CC(c3ccccc3)=Nc3ccccc3N2)cc1 (centres undefined)	3.2	1	-0.4	8	64*	-1.4	0	-8	2.5	73
O=C(NCc1cccs1)C1CC(c2ccccc2O)=NO1 (centres undefined)	3.7	-2	-2.7	5	1	-0.2	-4	-5	2.0	4
COc1ccc(N(CCCN2C(=O)c3cccc4cccc(c34)C2=O)C(=O)c2ccncc2)cc1	3.4	12	-1.3	5	-1	-3.1	-3	-5	2.2	1
O=C(O)c1cc(-c2ccccn2)n[nH]1	3.2	-4	-0.5	-4	/	-2.2	0	4	-1.8	/
Cc1c(NS(=O)(=O)c2cc(C(=O)N3CCCC(C)C3)ccc2Cl)c(=O)n(-c2ccccc2)n1C (centres undefined)	2.7	2	-0.9	2	-4	1.3	-6	-2	1.1	-8
CN(C)Cc1c(O)ccc2c(=O)c(-c3ccccc3Cl)coc12	-0.3	-7	/	-7	23	-1.6	-2	7	1.6	19
CC(C)NC(=O)COC(=O)c1ccc(Cl)c(S(=O)(=O)N2CCCC2)c1	2.2	-2	/	-8	/	-1.6	-5	8	-0.1	-4
CCOC(=O)C1CCN(C(=O)COc2ccc(S(=O)(=O)NC(C)C)cc2Cl)CC1	-0.7	-4	-3.9	/	-2	3.6	15	/	5.8	-1
CSc1ccc(/C=C(/NC(=O)c2ccc(C)cc2)C(=O)Nc2cccc(F)c2)cc1	4.3	3	-0.1	14	-6	0.6	-4	-14	4.9	-9
N#CCCCC#Cc1ccc2c(c1)COc1c3ccccc3nn1-2	3.0	4	-2.5	23	8	-0.8	-1	-23	3.7	-8
COc1cccc(-c2nnc(NC(=O)c3ccc(S(=O)(=O)N4CC(C)OC(C)C4)cc3)o2)c1 (centres undefined)	-1.6	-1	/	-5	-15	-7.4	-1	5	-3.1	-31
Cc1cccc2c(C(=O)N3CCN(c4ccccn4)CC3)cc(-c3cccc(Br)c3)nc12	4.8	4	-1.9	11	-6	-1.4	-2	-11	2.5	-25
N/C(CN1CCSCC1)=N\OCc1c(F)cccc1Cl	2.4	-2	-1.1	-14	6	1.1	/	14	-0.6	/
C/C(=N\NC(=O)Cc1cccn1C)c1ccc2ccccc2c1	2.3	0	-1.9	34	/	-0.6	0	-34	-0.5	42
CSc1nnc(-c2cnccn2)n1CCCN1CCCC1=O	2.7	-11	0.1	-11	/	-1.6	/	11	-1.0	-2
Cc1ccc(S(=O)(=O)N2CCC(C(=O)NCc3ccccc3CN3CCCC3)CC2)cc1	-1.4	-2	-0.6	18	-4	-0.3	-5	-18	0.7	30
Cc1c(C(c2cc(O)ccc2O)c2c(C)n(C)n(-c3ccccc3)c2=O)c(=O)n(-c2ccccc2)n1C	1.5	-8	-0.6	/	1	/	0	/	/	/
COc1cccc(OCCOCC(O)CN2CCN(Cc3ccc(Cl)cc3)CC2)c1 (centres undefined)	1.7	-12	0.7	8	-3	-2.8	-1	-8	2.6	3
O=C(Nc1ccccc1F)c1cc2nc(C(F)F)cc(C(F)F)n2n1	4.2	5	-0.7	-1	/	-1.2	/	1	1.9	55
Cc1nc(-c2ccccc2)nn1-c1ccc([N+](=O)[O-])cc1	2.9	/	/	/	16	-1.1	/	/	-1.1	/
O=C(NCc1ccc(Cl)c(Cl)c1)c1cccnc1	4.1	-7	-0.8	-14	/	-2.0	-19	14	2.0	9
O=C(NCc1ccco1)Nc1cccc([N+](=O)[O-])c1	0.7	5	-2.0	-7	0	/	-3	7	/	-2
CCCN1C(=O)c2ccccc2NC1c1ccc(OC)cc1O (centres undefined)	4.0	-5	0.5	2	/	1.0	1	-2	-1.5	-1
O=C(NC1CC2CCC(C1)N2C(=O)NC1CCCCC1)NC12CC3CC(CC(C3)C1)C2 (centres undefined)	3.1	6	-0.8	31	-4	0.6	13	-31	2.9	-24
C=CCn1c(C)nc2ccccc2c1=O	2.6	1	-1.2	-32	-1	0.9	3	32	2.4	6
O=C(Nc1nc(-c2ccc(F)cc2)cs1)C1CCCO1 (centres undefined)	2.6	2	0.2	7	45*	2.0	1	-7	0.5	85*
CCN(CC)C(=O)C1=C(C)NC(=S)NC1c1cn(-c2ccccc2)nc1-c1ccc(Cl)cc1 (centres undefined)	1.8	-4	1.1	3	/	-0.5	12	-3	1.3	12
CCOC(=O)Cn1c(CN2CCN(C(=O)c3ccco3)CC2)nc2c1c(=O)n(C)c(=O)n2C	1.5	3	-1.0	5	-2	3.0	-7	-5	1.3	-2
O=c1[nH]c2ccc(NCc3ccc(F)cc3)cc2[nH]1	0.7	0	-0.1	-18	1	-3.0	-1	18	-0.6	/
O=C(C1=C(O)C(=O)N(CCOCCO)C1c1cccs1)c1cccs1 (centres undefined)	-1.5	-5	-2.4	-8	/	-3.8	-1	8	-1.3	1

Continued, starting with the last two of the part before.
SMILES	phage Ecoli inh	Tat export inh	CAL PDZ FP-1	SR-BI HDL uptake	Wnt bcat act	E coli growth	CAL PDZ FP-2	SR-BI uptake up	AddAB inh	MITF TRPM1 HTS
O=c1[nH]c2ccc(NCc3ccc(F)cc3)cc2[nH]1	0.7	0	-0.1	-18	1	-3.0	-1	18	-0.6	/
O=C(C1=C(O)C(=O)N(CCOCCO)C1c1cccs1)c1cccs1 (centres undefined)	-1.5	-5	-2.4	-8	/	-3.8	-1	8	-1.3	1
O=C(NCc1ccncc1)C(=O)NCC1OCCCN1S(=O)(=O)c1cc(F)ccc1F (centres undefined)	3.6	1	0.7	-9	0	1.1	1	9	0.8	-11
O=C(N/N=C/c1ccncc1)c1ccc(NS(=O)(=O)c2cccs2)cc1	1.3	2	-1.3	-19	-1	0.6	11	19	3.5	12
CCCC(CCC)C(=O)OC1C[C@H]2CC[C@@H](C1)[N+]2(C)C (some centres undefined)	4.0	3	-1.0	-11	2&-9	-1.0	1	17	0.1	0
CC1CCc2nc(NC(=O)Cc3cccs3)sc2C1 (centres undefined)	2.5	-4	-1.2	14	-3	1.4	-5	-14	4.2	126*
COc1ccc(CNC(=O)CSc2nn3c(=O)c(C(C)(C)C)nnc3s2)cc1OC	-0.8	-2	-0.6	-23	1	-0.4	0	23	2.9	-4
CCN(CC)CCCNC(=O)c1ccc(OCC(=O)Nc2ccccc2C(F)(F)F)c(OC)c1	-0.6	-8	-1.1	7	-3	1.2	-6	-7	4.8	26
COCCn1c(C)cc(C(=O)CSc2nc(C)cc(C)c2C#N)c1C	1.1	-2	0.0	58	-3	-0.4	-2	-58	0.0	-1
Cc1cc(OC(C)C(=O)Nc2ccc(S(=O)(=O)Nc3onc(C)c3C)cc2)cc(C)c1Cl (centres undefined)	-1.0	6	-1.1	-25	-3	0.2	-8	/	-1.1	17
CCn1cc(C(=O)NCCCOC(C)C)c(=O)c2cc(S(=O)(=O)N3CCCC3)ccc21	0.6	10	0.7	-14	-1	0.9	8	14	0.9	13
CCOC(=O)c1cc(NC(=O)Cc2ccc(S(=O)(=O)N3CCOCC3)s2)cc(C(=O)OCC)c1	-2.7	12	-3.8	-2	-3	-2.5	-3	2	-0.8	-2
Cn1cc(Br)c(C(=O)NC2CCCCC2)n1	2.5	-4	-4.0	/	-3	-1.6	10	/	2.4	0
CCN(CC)c1ccc(C(=O)OCC(=O)Nc2cc(C)on2)cc1	3.5	11	0.9	-18	2	2.1	-1	18	1.5	3
CC1(C)OC(=O)C=C[C@]2(C)[C@H]3CC[C@@]4(C)[C@H](c5ccoc5)OC(=O)[C@H]5O[C@]54[C@]3(C)C(=O)C[C@@H]12	1.7	-11	-0.3	-3	9	1.4	2	3	3.3	-11
O=C(CN1C(=O)CCC1=O)Nc1nc(-c2nc3ccccc3s2)cs1	3.3	-8	-2.8	4	10	-1.2	/	-4	-2.3	92*
CC(=O)c1ccc(S(=O)(=O)NCCC(=O)NC(C)c2ccncc2)cc1 (centres undefined)	2.6	4	0.4	3	1	-4.0	-3	-3	0.8	/
COC(=O)c1sccc1NC(=O)CCC1CCCC1	2.9	-5	-1.6	-4	/	0.6	-2	4	-0.7	7
CCOc1ccc(S(=O)(=O)N2CCN(c3ccc(C)cc3C)CC2)cc1	2.2	-1	-0.7	-6	-4	1.5	/	6	0.8	/
O=C1COc2ccc(C(=O)COC(=O)/C=C/c3ccco3)cc2N1	/	-1	-1.0	-15	/	-0.9	-1	15	1.9	-1
C=CCN(c1ccccc1)S(=O)(=O)c1cccc(C(=O)O)c1	-0.8	11	-0.5	-13	/	0.6	1	13	-0.3	3
Cn1c2c(c3cc([N+](=O)[O-])ccc31)CCCC2	1.9	3	-0.1	38	0	-0.2	-5	-38	1.5	/
O=C(NCCc1ccccc1)C(NS(=O)(=O)c1cccc2nsnc12)c1ccccc1 (centres undefined)	-0.3	3	0.0	4	/	0.6	-6	-4	-0.2	3
CC(C)(C)c1cc(C(=O)O)n[nH]1	1.7	-3	-3.2	-28	1	-0.6	-3	28	3.4	-7
COc1ccccc1CC(=O)N1CCN(c2ccc(F)cc2)CC1	4.0	1	-0.3	/	-2	-0.7	-3	/	1.0	/

Source: PubChem
